RAM network inh = inhibitors of the yeast RAM network. hit rate 1.8% among 190,000. S. cerevisiae dse1pr::URA3 reporter, 5-FOA growth OD615, 2 d; analog-sensitive cbk1-as2 kinase mutant strain. inhibition, % at 50 µM;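 active = inhibition above a set limit, 3 SD over mean compound inhibition, cut at about 8.4% in these data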;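 note: 0% = DMSO-only wells with no growth and 100% = 10 µM 1-NA-PP1 full growth; inhibition rescues growth on 5-FOA so higher OD means more RAM inhibition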
Redox H2O2 prof = compounds producing H2O2 with reducing agent – biochemical, NIH compound library profiling, artefact control for MLSCN library redox annotation, primary screen. DTT-dependent redox cycling H2O2, phenol red/HRP absorbance; 100% = 100 µM peroxide control, 0% = buffer. activation, % at 10 µM. hit rate 0.03% among 200,000. AID 878;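 active = activation of at least 50% relative to the plate's high and low controls in the primary single-dose screen; inactive = activation below 50%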;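 note: compound incubated with DTT at 0.8 mM final as the reducing agent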
PPARg SRC-1 ag = promotes SRC-1 coactivator recruitment by human PPARgamma; P37231; PPARgamma-SRC-1 coactivator recruitment biochemical assay; activation, % at 8 µM; hit rate 0.41% among 200,000; in the data active = activation above about 19%;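 note: 0% = DMSO and 100% = reference agonist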
Target sequence (P37231 whole entry, looked up): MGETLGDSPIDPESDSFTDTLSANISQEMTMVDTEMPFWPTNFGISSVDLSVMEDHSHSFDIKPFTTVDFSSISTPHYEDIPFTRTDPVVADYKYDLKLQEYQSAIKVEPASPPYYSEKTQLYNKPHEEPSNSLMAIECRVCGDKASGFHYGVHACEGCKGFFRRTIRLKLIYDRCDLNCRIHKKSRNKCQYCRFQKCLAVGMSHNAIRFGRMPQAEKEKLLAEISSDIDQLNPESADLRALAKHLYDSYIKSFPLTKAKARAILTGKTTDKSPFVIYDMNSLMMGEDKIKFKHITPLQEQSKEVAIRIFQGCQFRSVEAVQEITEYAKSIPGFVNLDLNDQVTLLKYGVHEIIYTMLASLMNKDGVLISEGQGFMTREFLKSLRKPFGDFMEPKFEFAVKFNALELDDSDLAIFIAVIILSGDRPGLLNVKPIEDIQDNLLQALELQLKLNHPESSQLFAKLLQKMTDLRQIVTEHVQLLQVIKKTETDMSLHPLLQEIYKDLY
L major viab = inhibitors of Leishmania major promastigote growth; hit rate 9% among 200,000; AID 1063; Leishmania major promastigotes, resazurin fluorescence viability; inhibition, % at 10 µM; in the data active = inhibition above about 50%;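 note: promastigotes grown with compound for 44 hours at 28 °C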
Efa HMGR inh = blocks class II HMG-CoA reductase of Enterococcus faecalis. purified E. faecalis HMGR, NADPH absorbance 340 nm kinetic. inhibition, % at 10 µM. hit rate 0.41% among 190,000;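 active = inhibition above a set limit, the median over all tested compounds plus 3 SD, cut at about 9.5% in these data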;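 note: enzyme runs in reverse so mevalonate oxidation gives rising NADPH absorbance; 0% = complete reaction with DMSO and 100% = background rate lacking mevalonate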
TR-FRET SRC-2 ct = flags TR-FRET format artefacts in PPARgamma SRC-2 recruitment agonist screen | TR-FRET artefact counter-screen; hits give high values | TR-FRET ratio at 8 µM | hit rate 0.4% among 200,000; in the data active = TR-FRET ratio above about 2000; note: inactives centre near 1500; reference of the scale not given here
S1P3 antagonist = antagonists of human S1P3 receptor; Q99500; CHO S1P3 NFAT-BLA reporter, FRET fluorescence, antagonist mode; inhibition, % at 4.98 µM; hit rate 0.27% among 170,000; AID 485;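 active = inhibition above the plate cutoff, the mean inhibition of test wells on that plate plus 3 SD, cut at about 28% in these data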;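 note: cells challenged with S1P at its EC80 of 0.8 µM; blue over green emission ratio from cleaved BLA substrate after 4 h stimulation; 0% = S1P-stimulated wells and 100% = unstimulated DMSO-only wells; some compounds past the cut are filed as inactive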
bIAP inh = intestinal alkaline phosphatase (bovine) inhibition. purified bovine IAP, CDP-star luminescence, 30 min. inhibition, % at 20 µM. 190,000 tested, under 10 active. AID 1019;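 active = over 50% inhibition of intestinal alkaline phosphatase at 20 µM in the single-dose screen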
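System: Purified bovine intestinal alkaline phosphatase (IAP) enzyme | Input: IAP diluted 1/65,000,000 in the well | Also added: CDP-star chemiluminescent phosphatase substrate, 30 µM final | Dosing: 20 µM single dose | Times: Enzyme reaction for 30 min at room temperature | Detection: Luminescence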
ROMK primary = human ROMK K+ channel modulation, primary screen; Tet-inducible ROMK, thallium flux fluorescence; actives lie on both sides; B-score at 10 µM; hit rate 2% among 130,000;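 active = signal ratio slope over the read window, or its plate-corrected B-score, at least 3 SD from the plate mean, either direction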;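 note: B-score of the F/F0 ratio slope over 7 to 12 s after thallium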
Target sequence (P48048 whole entry, looked up): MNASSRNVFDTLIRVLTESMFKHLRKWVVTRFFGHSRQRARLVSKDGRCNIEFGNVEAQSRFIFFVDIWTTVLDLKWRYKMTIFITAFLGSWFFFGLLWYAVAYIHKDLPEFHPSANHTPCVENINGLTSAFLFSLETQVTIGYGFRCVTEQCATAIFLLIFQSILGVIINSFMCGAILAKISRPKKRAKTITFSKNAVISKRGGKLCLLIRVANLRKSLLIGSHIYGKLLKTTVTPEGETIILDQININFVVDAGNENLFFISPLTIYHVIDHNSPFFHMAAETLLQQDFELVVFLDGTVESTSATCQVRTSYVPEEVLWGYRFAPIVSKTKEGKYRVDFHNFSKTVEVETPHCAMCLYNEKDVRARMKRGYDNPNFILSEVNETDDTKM
PPARg SRC3 recr = promotes SRC-3 coactivator recruitment by human PPARgamma; P37231; biochemical PPARgamma/SRC-3 coactivator recruitment assay; activation, % at 8 µM; hit rate 0.26% among 200,000; AID 731; in the data active = activation above about 23%;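 note: 0% = DMSO and 100% = reference agonist; some compounds past the cut are filed as inactive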
PPARg SRC2 recr = promotes SRC-2 coactivator recruitment by human PPARgamma. P37231. PPARgamma LBD-SRC-2 recruitment, biochemical. activation, % at 8 µM. hit rate 0.34% among 200,000. AID 1032; in the data active = activation above about 22%;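 note: 0% = vehicle and 100% = reference agonist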
An asterisk follows results filed as active; . = no result given.

Every second line gives: ROMK primary	Efa HMGR inh	PPARg SRC-1 ag	S1P3 antagonist	PPARg SRC3 recr	TR-FRET SRC-2 ct	PPARg SRC2 recr	L major viab	Redox H2O2 prof	RAM network inh	bIAP inh
O=C(Nc1ccc2c(c1)OCO2)C(c1ccccc1)N1CCC2(CC1)OCCO2 (stereo not drawn)
 : .	-4	0	10	-13	1540	0	0	2.7	0.7	-8
Cc1cc(C)cc(N(CC(=O)O)S(=O)(=O)c2c(C)noc2C)c1
 : -0.077	-3	0	.	-2	1379	-4	-2	0.2	2.9	37
COc1cccc(-c2ccc(SCC(=O)N3CCOCC3)nn2)c1
 : .	-5	8	8	5	1669	11	-1	-1.1	0.4	4
O=C(NCc1cccc(F)c1)C1CCN(S(=O)(=O)Cc2ccccc2)CC1
 : -1.2	-2	-1	4	-3	1478	-3	-5	2.6	3.6	23
CC12CCC(C(=O)N3CCCCC3)(CC1=O)C2(C)C (stereo not drawn)
 : 0	-1	8	13	-9	1466	-2	-4	1.9	0.4	4
CCOC(=O)C1=C(C)C(c2ccc(OC)cc2OC)NC(=O)N1 (stereo not drawn)
 : .	-1	2	1	-1	1389	1	-2	0.2	0.6	-14
O=C(CSc1ccc(C(F)(F)F)cc1[N+](=O)[O-])Nc1ccc2ccccc2c1
 : .	-1	0	4	3	1601	2	2	0.2	5.4	10
COc1ccc(CNC(=O)CSc2nnc(C)n2-c2ccc(F)cc2)cc1
 : -0.064	0	3	0	2	1666	13	-5	-0.4	0.8	8
COc1cc(/C=N/NC(N)=S)ccc1OC(=O)c1ccc(C)cc1
 : -0.18	-8	-5	.	4	1518	-1	10	-0.5	5.1	8
O=C(Nc1sc2c(c1C(=O)O)CCCCC2)c1ccco1
 : -0.0011	-1	6	-12	7	1552	-4	0	-1.3	3.3	-1
CC(C)(C)c1cc(C(C)(C)C)n(-c2ccccc2)n1
 : 0.59	-5	0	4	0	1543	15	0	-0.2	1.1	-17
O=C(NCc1ccc(F)cc1)Nc1ccc(Cl)cc1
 : 0.27	-4	10	13	6	1649	13	-1	8.3	1.3	-36
CC(C)(C)OC(=O)N1CCC(C(=O)N2CCOCC2)CC1
 : .	-4	-5	11	-4	1228	1	-4	0.0	1.1	10
CCOC(=O)c1cn(CC(=O)Nc2ccc(CC)cc2)nn1
 : 1	-2	6	16	-4	1640	-9	-4	0.3	3.0	-1
COc1ccccc1NC(=O)COC(=O)Cc1cccs1
 : 0.018	-2	5	-9	3	1433	-2	-10	0.1	1.0	9
Cc1nn(C)cc1/C=N/NC(=O)C1(O)c2ccccc2-c2ccccc21
 : .	0	-1	-2	4	1443	4	-6	0.2	0.8	44
COc1cccc(CNC(=O)C(CCSC)NS(=O)(=O)c2ccc3c(c2)oc(=O)n3C)c1 (stereo not drawn)
 : .	-1	14	3	8	1660	-1	-1	3.2	0.5	5
O=C(NC12CC3CC(CC(C3)C1)C2)N1CCN(c2nc(-c3ccccc3)cs2)CC1
 : .	4	5	.	7	1781	3	30	1.1	2.1	12
CC(C)c1cc(NC(=O)C(C)(C)C)cc(C(C)C)c1O
 : .	-1	2	-11	1	1638	-3	-7	1.4	0.5	4
CN1C(=O)CCC1(O)c1ccccc1 (stereo not drawn)
 : 0.017	6	8	-5	0	1528	-2	1	4.8	1.0	8

Remaining list, next part.
Every second line gives: ROMK primary	Efa HMGR inh	PPARg SRC-1 ag	S1P3 antagonist	PPARg SRC3 recr	TR-FRET SRC-2 ct	PPARg SRC2 recr	L major viab	Redox H2O2 prof	RAM network inh	bIAP inh
COc1ccc(OC)c(-n2nnnc2SCC(=O)Nc2ccc3c(c2)OCCO3)c1
 : .	-6	16	9	-10	1570	-4	-2	1.6	3.1	7
CCOCCCN1C(=O)CN(C2CCC(C)CC2)C(=O)C1c1ccc(C)cc1 (stereo not drawn)
 : 0.52	5	0	4	-1	1600	5	-3	0.3	0.1	-23
O=C1C2C3C=CC(C3)C2C(=O)N1CCC(=O)N1CCc2ccccc21 (stereo not drawn)
 : .	-3	9	.	-6	1479	12	-1	-3.8	-1.4	32
CCOC(=O)c1sc2nc(C)nc(SCC(=O)N(CC)C3CCS(=O)(=O)C3)c2c1C (stereo not drawn)
 : -0.75	-2	2	0	0	1530	0	16	-1.0	4.7	-5
CNC(=S)NNC(=O)c1cccc(C(F)(F)F)c1
 : .	3	-4	.	-7	1402	-3	-3	1.6	-0.3	-46
CC(=O)c1oc2ccccc2c1NC(=O)CCCN1C(=O)c2ccccc2C1=O
 : .	0	-6	.	-3	1562	-3	-5	-0.9	2.7	7
CCOC(=O)Cc1csc(NS(=O)(=O)Cc2ccccc2)n1
 : .	-5	4	-18	2	1500	-2	-8	0.3	1.3	1
Cc1ccc(C2CC(=O)C=C(NCC(C)C)C2)cc1 (stereo not drawn)
 : .	-3	4	1	-2	1554	-8	36	-0.4	0.1	2
CC1Cc2ccccc2N1C(=O)CSc1nc2c(c(=O)n(C)c(=O)n2C)n1Cc1ccc(F)cc1 (stereo not drawn)
 : .	.	10	.	-1	1462	5	13	0.9	.	.
CC(=O)CC(=O)Nc1ccc(Nc2ccccc2)cc1
 : 0.12	-3	-2	-14	5	1689	-2	-4	0.7	0.5	2
COc1ccc(CCNC(=O)COC(=O)/C=C/c2ccc(OCC#N)c(OC)c2)cc1OC
 : 0.0052	-3	2	-9	-3	1637	12	6	-0.1	-0.4	-15
CSc1ncccc1C(=O)OCC(=O)c1ccccc1Br
 : 0.89	-3	-5	-10	-2	1616	0	-5	-0.5	2.6	-10
COc1ccc(/C=N/N2C(=O)CSC2=S)cc1
 : 1.2	-6	1	.	0	1604	2	-3	0.7	2.1	-16
COc1ccc(CCN=CC2=C(O)CC(C)(C)CC2=O)cc1
 : .	1	4	.	11	1335	-3	-1	1.8	0.7	6
CCOc1ccc(N=C2SC(C(=O)Nc3ccccc3C#N)C(N)=C2C(=O)Nc2ccc(Cl)cc2)cc1 (stereo not drawn)
 : 1.5	4	2	-1	1	1707	4	-12	-1.6	4.2	-20
COCCSc1nnc(NC(=O)C(C)(C)C)s1
 : .	-1	2	.	0	1533	0	-5	-3.5	0.4	10
CCN1CCN(c2nc(Nc3cccc(C)c3)nc(N)c2[N+](=O)[O-])CC1
 : .	-1	2	3	1	1701	-2	7	-0.2	1.8	-12
C/C(=C(\C#N)C(=O)NCCCN1CCOCC1)N(C)C
 : .	1	6	-23	6	1557	-2	0	1.9	-0.2	1
Cc1ccc(-c2nnn(CC(=O)N(CC(=O)NC3CCCC3)c3cnc4ccccc4c3)n2)o1
 : .	-1	1	7	-13	1528	-7	5	2.7	1.9	-4
Cc1nc(-c2ccccc2)cc(=O)[nH]1
 : 0.0037	-2	3	-7	6	1627	-4	2	1.7	0.7	4

New compounds follow.
Every second line gives: ROMK primary	Efa HMGR inh	PPARg SRC-1 ag	S1P3 antagonist	PPARg SRC3 recr	TR-FRET SRC-2 ct	PPARg SRC2 recr	L major viab	Redox H2O2 prof	RAM network inh	bIAP inh
Cc1cccc(NCCNc2cccc(C)c2)c1
 : .	-3	5	.	0	1495	13	0	-0.2	1.5	4
CC(=O)N1c2ccccc2Oc2cc3ccccc3cc21
 : -1.3	0	-5	0	-3	1436	-4	5	-0.1	2.0	-9
Cc1ccc(-c2cc(NC(=O)CCl)n(-c3ccccc3)n2)cc1
 : -2.6	-3	-2	.	7	1492	-1	100*	0.2	1.4	8
O=C(Oc1ccc(-c2nnco2)cc1)N(c1ccccc1)c1ccccc1
 : .	8	7	-3	4	1614	5	6	-2.8	4.0	8
Cc1cc(NC(=O)CSc2nc3ccsc3c(=O)n2CCCC(=O)NCCc2ccccc2)no1
 : 0.71	-6	12	-9	5	1866	-1	6	-1.8	6.7	4
CC1CN(CC(=O)N2CCc3[nH]c4ccccc4c3C2)CC(C)O1 (stereo not drawn)
 : .	5	11	-4	14	1595	15	-4	0.8	3.4	-3
CC(=O)NS(=O)(=O)c1ccc(NC(=O)c2ccc3c(c2)C(=O)N(CCC(C)C)C3=O)cc1
 : -0.52	-2	3	8	-4	1420	-10	-1	-0.4	5.5	17
CS(=O)(=O)c1cccc(C(=O)Oc2ccccc2)c1
 : .	0	0	0	2	1323	-1	-5	1.9	0.0	0
Cc1cc(C)cc(NC(=S)NCc2cccn2C)c1
 : .	0	10	.	10	1563	-6	2	-3.9	0.8	5
CNC(=S)NNC(=O)COc1ccc(C)c(C)c1
 : .	-1	2	-2	1	1527	0	-3	0.3	3.9	5
Cc1ccccc1-n1c(SCc2cccc(F)c2)nc2[nH]ncc2c1=O
 : .	-4	-4	1	1	1423	-10	14	0.3	1.0	-49
CCN(CC)C(=O)Cn1c(=O)n(-c2ccccc2)c(=O)c2sccc21
 : 0.61	-5	5	-19	6	1683	-1	0	-0.5	0.5	-6
NC(=O)Cn1nc([N+](=O)[O-])nc1Oc1ccccc1F
 : 1.8	-5	3	-29	3	1592	-6	1	11	0.5	6
Cc1ccc(C(=O)Nc2ccc(N3CCN(C(=O)c4ccco4)CC3)cc2)cc1
 : 0.28	-8	1	19	5	1622	-2	-1	0.5	5.7	11
Cc1csc(NC(=O)/C=C/c2ccc(C)o2)n1
 : .	-2	3	-10	2	1700	1	2	-0.1	-0.6	-5
Cc1c(Br)cc(C(=O)N2CCCC2)c(C)c1C
 : .	3	3	8	10	1488	-4	3	0.1	-0.6	-9
COc1ccc(-c2nc(C)ncc2N=Nc2ccccc2)cc1
 : .	7	5	.	7	1567	10	9	1.0	5.9	5

Source: PubChem BioAssay (several laboratories)

Compounds were not picked by outcome; 13% or so of the library scored in one or more.
